High-throughput results deposited in PubChem BioAssay by Fisher Drug Discovery Resource Center.
NPYLR7 ag = agonists of mosquito NPYLR7 receptor, primary screen, cell-based, Aedes aegypti, calcium fluorescence, mosquito biting behavior. HEK293T NPYLR7/Galpha15, GCaMP6s calcium fluorescence. Aedes aegypti neuropeptide Y-like receptor 7 (NPYLR7). activation, % at 10 µM. 0.15% of 270,000 active; in the data active means activation above about 40%;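 further: 0% = vehicle and 100% = reference agonist at the receptor; some compounds past the cut are filed as inactive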
hcGAS inh = Primary biochemical luminescence assay for human cyclic GMP-AMP synthase inhibitors; Q8N884; recombinant h-cGAS, ATP depletion, Kinase-Glo luminescence; inhibition, % at 12.5 µM; 0.081% of 290,000 active;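 further: 0% = vehicle reaction and 100% = reaction without DNA for no activity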
Target sequence (Q8N884 whole entry, looked up): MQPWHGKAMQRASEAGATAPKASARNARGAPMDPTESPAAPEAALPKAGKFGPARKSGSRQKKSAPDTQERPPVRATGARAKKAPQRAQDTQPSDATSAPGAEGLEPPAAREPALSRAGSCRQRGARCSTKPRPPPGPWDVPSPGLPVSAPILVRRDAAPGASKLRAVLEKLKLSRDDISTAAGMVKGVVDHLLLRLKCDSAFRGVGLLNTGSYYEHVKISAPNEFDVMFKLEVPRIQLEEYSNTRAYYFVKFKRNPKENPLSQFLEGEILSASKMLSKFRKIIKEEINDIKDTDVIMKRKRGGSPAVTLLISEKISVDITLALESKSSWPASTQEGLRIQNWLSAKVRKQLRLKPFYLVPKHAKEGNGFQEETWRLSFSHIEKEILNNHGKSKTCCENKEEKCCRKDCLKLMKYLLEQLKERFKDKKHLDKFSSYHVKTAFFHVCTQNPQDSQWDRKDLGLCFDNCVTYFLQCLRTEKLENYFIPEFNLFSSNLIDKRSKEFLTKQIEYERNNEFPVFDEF
mcGAS inh = cyclic GMP-AMP synthase inhibitors, mouse, primary biochemical chemiluminescence; recombinant cGAS, Kinase-Glo ATP depletion luminescence; inhibition, % at 12.5 µM; 0.15% of 160,000 active; AID 1259399, 2018;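 further: 0% = negative control wells and 100% = reference inhibitor with no enzyme activity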
An asterisk follows results filed as active; . = no result given; & = joins results of further samples. Unless noted, no stated cut-off is given here; in the data, active means inhibition above about 40%; inactive means the rest.

SMILES	NPYLR7 ag	hcGAS inh	mcGAS inh
CCc1c(C)nc(-n2nc(C)cc2C)n(CC(=O)Nc2ccc3c(c2)OCCO3)c1=O	3	-4	-7
COc1ccc(C(=O)N2CCN(c3cccc(F)c3C#N)CC2)c(O)c1	19&5	-10&-10	-16&-5
CCOC(=O)c1cc(-c2ccccc2C)n(-c2ccc(C(=O)NCCC3=CCCCC3)cc2)n1	3	-2	-7
CCOC(=O)c1oc2ccccc2c1NC(=O)C1c2ccccc2Oc2ccccc21	12	-5	-7
CNc1ncccc1CN(Cc1ccccc1)Cc1nccs1	-6	-5	-13
O=C1CSC(=S)N1CCS(=O)(=O)O	13	1	.
CC(=O)Nc1cccc(NC(=O)CSc2cn(CC(=O)N(C(C)C)C(C)C)c3ccccc23)c1	-3	-5	-8
Cc1nc(N/N=C\c2ccccc2O)c2c3c(sc2n1)CCCC3	-10	4	2
Cc1cc(N2CCOCC2)nc(SCc2ccc(C(=O)O)o2)n1	12	-3	-5
Cc1nc(C2CN(C(=O)CCCc3ccccn3)CCO2)n[nH]1 (stereo not drawn)	-2	-19	.
CC(=O)c1ccc(N=Cc2nc(-c3ccc(C)cc3)oc2O)cc1	-4	-1	.
CCOC(=O)C1(Cc2cccc(OC)c2)CCN(Cc2cccn2-c2nccs2)CC1	10	-3	-4
CCCC(=O)Nc1c(C(=O)OCC)[nH]c2ccccc12	1	-9	-7
O=[n+]1cc(C2=CC=CCC2)n([O-])c2c1CCCCC2	0	-1	-6
COc1ccc(OCCCCOc2ccc(Br)cc2)cc1	-7	-5	.
Cc1cc([N+](=O)[O-])cc2c(N=Nc3ccc([N+](=O)[O-])cc3[N+](=O)[O-])c(O)n(C)c12	0	-6	-6
CNS(=O)(=O)c1ccc(CN2CCCN(c3ccccc3)CC2)cc1	4	-3	.
CCc1cc(Oc2ccc(C)cc2OC)nc(SCc2ccc(F)c(F)c2)n1	4	2	-1
COc1cccc(Cc2nsc(N(CCC(=O)O)Cc3ccco3)n2)c1	-10	-7	-5
O=C1NCCNC12CCN(S(=O)(=O)c1cc(F)cc(F)c1)CC2	6	0	.
O=C(NCc1cccnc1)c1cnn(-c2cccc(F)c2)c1-c1ccccc1	6	-5	-4
C=CCn1c(SCC(=O)Nc2cccc(O)c2)nc2sc(C)cc2c1=O	3	-1	-4
Cc1ccc(C#N)cc1NC(=O)N(C)Cc1cnn(C)c1	9	-1	.
CSc1ccc(COc2coc(CN3CCCN(C(=O)c4ccccc4OC(F)(F)F)CC3)cc2=O)cc1	20	-3	-4
CCOc1ccccc1N1CCN(S(=O)(=O)c2ccc(F)cc2)C(C)C1=O (stereo not drawn)	15	-8	-6

Continuation.
SMILES	NPYLR7 ag	hcGAS inh	mcGAS inh
CCOc1ncccc1-c1ncnc2scc(C)c12	-1	-4	.
COc1ccccc1CNS(=O)(=O)c1ccc(F)c(C(=O)Nc2ccc(Cl)cc2F)c1	-8	5	.
COc1ccc(C2CC(c3cccc(F)c3)=NN2C(=O)CN2CCC3(CC2)OCCO3)cc1 (stereo not drawn)	7	0	-3
Cc1ccc(CN(Cc2ccc(C(O)(c3cccc(F)c3)c3cccc(F)c3)o2)CC2CCCO2)o1 (stereo not drawn)	5	-2	-2
CC(=O)N1Cc2ccccc2CC1C(=O)Nc1ccc(F)cc1C (stereo not drawn)	0	-6	0
C=c1cc(C)n(CC(=O)Nc2ccsc2C(=O)OC)c(=O)c1=C1N=C(c2ccccc2)NO1	-1	-4	-7
CCOC(=O)NS(=O)(=O)c1ccc(CCNC(=O)c2cc(C)on2)cc1	2	3	.
COc1ccc(C2c3cccn3-c3ccccc3N2C(=O)CN(C(=O)Nc2c(C)cccc2C)C(C)C)cc1 (stereo not drawn)	-6	0	1
CCONC(=O)c1cc(C)nc2c1cnn2Cc1cccs1	0	-6	.
COc1ccc(NS(=O)(=O)c2cc(C=CC(=O)O)ccc2OC)cc1S(N)(=O)=O	-1	7	.
COC(=O)[C@@H]1C[C@H](NC(=O)c2csc(CN(C)C)n2)CN1C	11	-3	.
Cc1ccccc1C(=O)N1CCC2(CC1)C(=O)N(CC(=O)N1CCOCC1)CN2c1ccccc1	17	-8	-6
O=C(c1cnc(Nc2ccccc2)nc1)N1C[C@H]2C[C@H](O)[C@@H](O)C[C@H]2C1	17	-8	.
CCOC(=O)N1CCN(c2c(N3CCC(N4CCCCC4)CC3)c(=O)c2=O)CC1	1	-6	-4
CCOC(=O)c1nn(-c2ccc(C)cc2)c(=O)c2c(NC(=O)c3cccc4ccccc34)scc12	5	-2	-5
Cc1ccc(CN(C(=O)[C@H](N)c2ccccc2)C2CC2)s1	-11	-6	.
CNNCc1ccc(C(=O)NC(C)C)cc1	-9&-11&-5	-3&-3&-1	.
COc1cccc(C(NC(=O)C2CCN(CCc3c[nH]c4ccccc34)CC2)c2ccccn2)c1 (stereo not drawn)	15	-2	-1
CCC(C)N(Cc1cccnc1)C(=O)c1cccc(NC(C)=O)c1 (stereo not drawn)	-1	-2	-1
N#CC(N)c1ccc(Br)cc1 (stereo not drawn)	14	-5	.
CCc1nc(N)nc(N2CCCC3(CCOCC3)C2)c1C	.	3	0
Cc1ccc(Cl)cc1N=Cc1nc(-c2cccc3ccccc23)oc1O	-2	-2	.
CCC1CN(C(=O)CCc2c(C)n[nH]c2C)CCC(=O)N1Cc1ccccc1 (stereo not drawn)	9	-7	.
COCCN(CCc1nc(-c2cccc([N+](=O)[O-])c2)no1)CC(O)COC (stereo not drawn)	15	-3	-2
N#Cc1cnc(N2CCC(NC(=O)C(F)(F)F)CC2)nc1N	-1	-5	-3

(more compounds)
SMILES	NPYLR7 ag	hcGAS inh	mcGAS inh
O=C(NCc1ccccc1F)C(C1CCCC1)N1CCN(C(=O)c2ccccc2Cl)CC1 (stereo not drawn)	-7	-2	-4
O=C(c1cc(F)ccc1Cl)N1CCN(c2nccc(-c3cccc(C(F)(F)F)c3)n2)CC1	-5	-5	-7
COc1ccc(S(=O)(=O)N2CCCC(C)C2)cc1N1CCN(S(=O)(=O)c2c(C)c(C)c(C)c(C)c2C)CC1 (stereo not drawn)	24	-1	-6
O=C(c1sc2cc(F)ccc2c1Cl)N(c1ccccc1)C1CCCCC1	4	1	-1
CCOc1ccccc1NC(=O)Nc1ccc(Nc2cc(OC(C)C)nc(C)n2)cc1	9	-7	-6
Cc1nn(CC(=O)NCC#N)c(C)c1[N+](=O)[O-]	1	1	1
Cc1ccccc1NC(=O)c1cn(CC2CCCO2)cc2c(=O)n(-c3ccccc3)nc1-2 (stereo not drawn)	12	0	0
CCc1c(C)nc(N2CCN(C(=O)N3CCCCC3)CC2)[nH]c1=O	.	-8	-5
CCCCn1c(N)c(N(CC)C(=O)c2cnc(C)cn2)c(=O)[nH]c1=O	-1	-4	.
COC(=O)C(CC(C)C)NC(=O)C1CCN(S(=O)(=O)c2ccc3c(c2)CCCC3)CC1 (stereo not drawn)	-6	0	.
COc1ccc(-c2cc(C(=O)O)n(-c3ccc(F)cc3)n2)c(OC)c1	17	-5	.
Cc1nc(CS(=O)(=O)c2ccc(S(=O)(=O)N3CCCCC3)cn2)cs1	10	-11	.
CSCCNC(=O)c1c(C)noc1-c1ccco1	12	3	3
Cc1ccc(C(=O)CSc2nc(C)nc3c2oc2ccccc23)cc1	-6	-3	.
Cc1ccc(C(=O)N(C)Cc2snnc2C)cc1NC(=O)C1CC1	19	-8	-20
C[C@@H]1C(=O)O[C@H]2CC34[C@H]5C[C@@H](C(C)(C)C)[C@]36[C@@H](OC(=O)[C@@H]6O)O[C@@]4(C(=O)O5)[C@]21O (stereo partly drawn)	0	-7	.
O=C(CSc1ccc(NC(=O)C2CC2)nn1)NC1CCCCC1	-3	2	.
COC(=O)NC(C)C(=O)NCc1cccnc1Oc1c(C)cccc1C (stereo not drawn)	6	1	.
O=C(C=Cc1ccco1)OCc1nc2sc3c(c2c(=O)[nH]1)CCCC3	3	-5	-8
O=C(OC(C(=O)Nc1cc(Cl)cc(Cl)c1)c1ccccc1)C1=COCCO1 (stereo not drawn)	-1	-6	.
Cc1ccccc1CC(C1CCN(C(=O)c2ccc3[nH]ccc3c2)CC1)N(C)C(=O)Cn1cccn1 (stereo not drawn)	12	-4	-9
CC(C)C1CN(C(=O)Nc2cnn(CC(F)F)c2)CCS1 (stereo not drawn)	-25	1	.
NC(=O)c1c(SCc2ccccc2)sc2c(O)cc(=O)[nH]c12	10	-8	-6
COc1cccc(CN(C)Cc2csc(C(C)C)n2)c1O	3	-3	-11
O=C(NCc1nnnn1-c1ccc(F)c(F)c1)c1ccccc1S(=O)(=O)C(F)F	0	-8	-8

Among those listed so far, ten have a thiophene ring, fused or not:
SMILES	NPYLR7 ag	hcGAS inh	mcGAS inh
Cc1nc(N/N=C\c2ccccc2O)c2c3c(sc2n1)CCCC3	-10	4	2
C=CCn1c(SCC(=O)Nc2cccc(O)c2)nc2sc(C)cc2c1=O	3	-1	-4
CCOc1ncccc1-c1ncnc2scc(C)c12	-1	-4	.
C=c1cc(C)n(CC(=O)Nc2ccsc2C(=O)OC)c(=O)c1=C1N=C(c2ccccc2)NO1	-1	-4	-7
CCONC(=O)c1cc(C)nc2c1cnn2Cc1cccs1	0	-6	.
CCOC(=O)c1nn(-c2ccc(C)cc2)c(=O)c2c(NC(=O)c3cccc4ccccc34)scc12	5	-2	-5
Cc1ccc(CN(C(=O)[C@H](N)c2ccccc2)C2CC2)s1	-11	-6	.
O=C(c1sc2cc(F)ccc2c1Cl)N(c1ccccc1)C1CCCCC1	4	1	-1
O=C(C=Cc1ccco1)OCc1nc2sc3c(c2c(=O)[nH]1)CCCC3	3	-5	-8
NC(=O)c1c(SCc2ccccc2)sc2c(O)cc(=O)[nH]c12	10	-8	-6

Additional entries follow.
SMILES	NPYLR7 ag	hcGAS inh	mcGAS inh
CCCCc1ccc(S(=O)(=O)N2CCN(c3nccc(-c4cc(OC)c(OC)c(OC)c4)n3)CC2)cc1	11	-2	-6
CN(CCNC(=O)C1(C)CC1(Cl)Cl)C1CC1 (stereo not drawn)	-1	-6	.
CCc1ccc(C(=O)N2CCSC2c2ccccc2C(F)(F)F)cc1 (stereo not drawn)	10	-6	-3
O=C(CNC(c1ccc(F)cc1)c1cccs1)Nc1ccc(I)cc1 (stereo not drawn)	3	-8	.
COc1cccc(CN2CC(C(=O)N3CCC(c4ccncc4)CC3)CCC2=O)c1 (stereo not drawn)	17	-9	-12
Cn1c(=O)oc2cc(NC(=O)C3CCCc4ccccc43)ccc21 (stereo not drawn)	-15	-5	.
CC(C)C1CN(c2ncccn2)CCC(=O)N1CC1CC1 (stereo not drawn)	9	-5	-15
CC1CN(C(=O)Cn2cc(C(F)(F)F)cc(Cl)c2=O)CC(C)O1 (stereo not drawn)	1	-9	.
CN(Cc1cn[nH]c1-c1ccc(F)cc1)C(=O)[C@H](N)Cc1ccccc1	.	2	3
CCOc1ccc(CN(Cc2cccc(C(F)(F)F)c2)Cc2nc(C(=O)NCc3cccnc3)co2)cc1	19	2	-4
CCN1C(=O)SC(N(CC)c2ccccc2)C1=O (stereo not drawn)	7	4	-1
CCCn1c(N2CCN(Cc3ccccc3C)CC2)nc2c1c(=O)[nH]c(=O)n2C	-13	-3	.
COc1ccc(-c2nc3ccc(C)cn3c2NC(=O)CC(C)(C)C)cc1OC	-2	-4	-7
COc1cccc(C(=O)N2C(C(=O)NC3CC3)COC23CCN(C(=O)c2ccc(Cl)cc2)CC3)c1 (stereo not drawn)	0	-4	-5
Cc1sc2nc(CN3CCCC3)nc(Sc3nnnn3C3CCCC3)c2c1C	7	-5	.
CCCCN(CC(=O)N(CCc1c[nH]c2ccccc12)Cc1ccc(OC)c(OC)c1)C(=O)c1cccc(F)c1	3	-2	-2
CCC(=O)NCCCn1nc(-c2ccc(F)cc2)ccc1=O	-1	-2	.
Cc1csc(SCc2cc(=O)c(OC(=O)/C=C/c3ccccc3)co2)n1	0	-7	1
CCCN(CC(=O)N(CCc1c[nH]c2ccccc12)Cc1ccccc1OC)C(=O)c1cc(OC)cc(OC)c1	.	-10	-6
C=C(C)CSc1nnc(NC(=O)c2ccc(C(C)(C)C)cc2)s1	21	-4	-5
Cc1ccc2nc(CSc3ccc(O)cc3)cn2c1	4	-7	.
CCCNC(=O)C(C)N1CCC(C(F)(F)F)(C(F)(F)F)C1 (stereo not drawn)	-3	-2	.
Cc1c[nH]c(CNC(=O)CCC(=O)NC2CCCCCC2)c(C)c1=O	5	1	.
CCCc1ccc(S(=O)(=O)N2CCOC(C(F)(F)F)C2)cc1 (stereo not drawn)	.	-8	-12
Cc1ccc(N(CCCCN2C(=O)c3ccccc3C2=O)C(=O)c2ccc(C(C)(C)C)cc2)cc1	19	-7	-7

2 of the compounds above, with values under each structure.
Values run as follows: NPYLR7 ag | hcGAS inh | mcGAS inh
Cc1ccc2nc(CSc3ccc(O)cc3)cn2c1
→ 4 | -7 | .
CCCNC(=O)C(C)N1CCC(C(F)(F)F)(C(F)(F)F)C1 (stereo not drawn)
→ -3 | -2 | .

Additional records follow.
SMILES	NPYLR7 ag	hcGAS inh	mcGAS inh
CC(C)(C)NC(=S)NC(=O)c1ccco1	0	3	.
NC(=O)c1cnc2n1CCN(C(=O)CC(c1ccccc1)c1ccco1)C2 (stereo not drawn)	12	-6	.
CC(=O)Nc1ccccc1-n1cnnc1	20	-1	-6
Cc1ccsc1C(=O)N1CC(=O)N2CC(C)c3ccccc3C2C1 (stereo not drawn)	26	-1	-5
CNC(=O)Cn1cc(/C=C/c2ccccc2)cn1	-2	-2	.
O=C(NCCc1ccccn1)c1csc(CSc2nnc(-c3ccccc3Cl)n2-c2cccc(Cl)c2)n1	2	-6	-5
O=C(Cc1c(F)cccc1F)N1CCC(n2nc(-c3ccccc3)cc2-c2ccccc2)CC1	18	-3	-7
